Screening data as filed in PubChem.
NSD2 block – inhibitors of human NSD2, primary screen, biochemical, plate reader, single point. Histone-lysine N-methyltransferase NSD2 (Homo sapiens), O96028. NSD2-SET H3K36me1 DELFIA fluorescence. inhibition, % at 12.5 µM. 44,000 compounds, 0.07% hits. AID 624260, 2012; in the data active means inhibition above about 54%, passing the limit was not always enough;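 further: inhibitors reduce the monomethyl H3K36 fluorescence signal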
Target sequence (O96028 whole entry, looked up): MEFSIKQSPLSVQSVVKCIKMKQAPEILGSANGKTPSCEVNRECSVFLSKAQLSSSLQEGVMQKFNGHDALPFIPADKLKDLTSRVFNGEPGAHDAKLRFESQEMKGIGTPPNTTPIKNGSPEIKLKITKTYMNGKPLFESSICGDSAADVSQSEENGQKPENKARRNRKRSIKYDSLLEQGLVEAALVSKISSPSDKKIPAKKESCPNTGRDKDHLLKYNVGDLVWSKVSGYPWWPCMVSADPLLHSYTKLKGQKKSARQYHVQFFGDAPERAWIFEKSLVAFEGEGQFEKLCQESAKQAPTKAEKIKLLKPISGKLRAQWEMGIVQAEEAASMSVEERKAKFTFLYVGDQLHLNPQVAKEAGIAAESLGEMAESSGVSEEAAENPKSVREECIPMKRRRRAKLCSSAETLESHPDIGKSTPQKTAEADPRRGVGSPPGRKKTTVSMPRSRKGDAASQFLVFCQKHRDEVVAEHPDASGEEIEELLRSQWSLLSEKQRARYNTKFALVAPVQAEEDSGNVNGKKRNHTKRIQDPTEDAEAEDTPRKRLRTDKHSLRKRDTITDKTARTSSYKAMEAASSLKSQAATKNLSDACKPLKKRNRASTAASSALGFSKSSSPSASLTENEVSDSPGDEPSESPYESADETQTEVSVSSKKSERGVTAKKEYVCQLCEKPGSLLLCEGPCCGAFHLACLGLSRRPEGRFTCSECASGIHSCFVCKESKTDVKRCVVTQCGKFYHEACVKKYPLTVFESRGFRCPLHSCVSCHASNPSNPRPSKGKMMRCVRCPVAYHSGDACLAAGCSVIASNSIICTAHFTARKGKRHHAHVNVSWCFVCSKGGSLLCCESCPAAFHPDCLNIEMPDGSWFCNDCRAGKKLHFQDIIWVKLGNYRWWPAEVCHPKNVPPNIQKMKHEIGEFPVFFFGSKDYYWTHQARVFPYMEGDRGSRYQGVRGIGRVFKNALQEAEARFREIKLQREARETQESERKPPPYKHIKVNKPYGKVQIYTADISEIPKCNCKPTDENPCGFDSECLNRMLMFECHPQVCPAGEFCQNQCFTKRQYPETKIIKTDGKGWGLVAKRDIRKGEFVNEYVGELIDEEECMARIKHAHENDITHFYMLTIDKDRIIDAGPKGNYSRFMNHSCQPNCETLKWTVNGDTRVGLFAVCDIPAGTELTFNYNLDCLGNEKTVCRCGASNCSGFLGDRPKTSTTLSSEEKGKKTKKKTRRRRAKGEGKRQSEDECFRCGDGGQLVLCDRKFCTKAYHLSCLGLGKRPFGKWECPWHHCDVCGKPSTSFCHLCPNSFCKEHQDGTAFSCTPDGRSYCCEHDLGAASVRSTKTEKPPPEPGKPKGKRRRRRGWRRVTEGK
* hit, by the source's call. The list is partial; count on the stated rates, not on these rows.

How did C[C@H](CO)N1C[C@H](C)[C@H](CN(C)S(=O)(=O)c2ccccc2)OCCCC[C@H](C)Oc2ccc(NC(=O)Nc3ccc(C(F)(F)F)cc3)cc2C1=O do in these assays?
NSD2 block: 0

What do the screens show for `C[C@H]1CN([C@@H](C)CO)C(=O)Cc2cc(NC(=O)Nc3cccc4ccccc34)ccc2O[C@@H]1CN(C)C(=O)Nc1cccc2ccccc12`?
NSD2 block: 10

Results for CNC[C@H]1Oc2ncc(-c3ccc(C#N)cc3)cc2C(=O)N([C@@H](C)CO)C[C@H]1C ?
NSD2 block: 0

Results for C[C@@H]1CN([C@H](C)CO)C(=O)c2cc(NS(C)(=O)=O)ccc2O[C@H]1CN(C)Cc1ccncc1 ?
NSD2 block: 0

What do the screens show for `O=C(N/N=C/c1cc(O)ccc1Br)c1ccccc1O`?
NSD2 block: 1

Results for CCCC#Cc1cnc2c(c1)C(=O)N([C@H](C)CO)C[C@H](C)[C@H](CN(C)C(=O)CN1CCOCC1)O2 ?
NSD2 block: -3

What do the screens show for `C[C@H]1CN([C@@H](C)CO)C(=O)Cc2cc(NC(=O)Nc3ccccc3)ccc2O[C@H]1CN(C)Cc1ccccc1`?
NSD2 block: -5

What do the screens show for `Cc1ccc(SCCC(=O)N2CCN(c3ncc(C(F)(F)F)cc3Cl)CC2)cc1`?
NSD2 block: 8

What do the screens show for `C[C@H]1CCCCO[C@@H](CN(C)C(=O)Nc2ccccc2)[C@@H](C)CN([C@@H](C)CO)C(=O)c2cc(NC(=O)Nc3ccc(F)cc3)ccc2O1`?
NSD2 block: -3

How did CC(C)NC(=O)Nc1ccc2c(c1)CC(=O)N([C@H](C)CO)C[C@@H](C)[C@@H](CN(C)Cc1ccc(Cl)c(Cl)c1)O2 do in these assays?
NSD2 block: -1

What do the screens show for `O=C(C[C@@H]1C[C@@H]2c3cc(NC(=O)c4cccnc4)ccc3O[C@@H]2[C@@H](CO)O1)NCCc1ccccc1`?
NSD2 block: 1

How did C[C@@H]1CN([C@@H](C)CO)C(=O)c2cc(NC(=O)Cc3ccccc3)ccc2O[C@H]1CN(C)S(=O)(=O)c1ccc(Cl)cc1 do in these assays?
NSD2 block: -3

What do the screens show for `Cc1ccc(S(=O)(=O)Nc2ccc3c(c2)CC(=O)N([C@H](C)CO)C[C@H](C)[C@@H](CN(C)C)O3)cc1`?
NSD2 block: -1

How did C[C@H]1CN([C@@H](C)CO)C(=O)c2cc(NC(=O)CCCN(C)C)ccc2O[C@@H]1CN(C)Cc1ccncc1 do in these assays?
NSD2 block: 2

How did Cc1noc(C)c1NC(=O)Nc1ccc2c(c1)CC(=O)N([C@@H](C)CO)C[C@H](C)[C@H](CN(C)S(=O)(=O)c1cn(C)cn1)O2 do in these assays?
NSD2 block: 0

How did O=C1O[C@H](c2ccccc2)[C@H](c2ccccc2)N2[C@H]1[C@@H](C(=O)O)[C@]1(C(=O)Nc3ccc(C#CCCO)cc31)[C@H]2c1ccc(O)cc1 do in these assays?
NSD2 block: -5

How did CC(C)CC#Cc1ccc2c(c1)O[C@@H](CN(C)C(=O)c1cnccn1)[C@H](C)CN([C@H](C)CO)S2(=O)=O do in these assays?
NSD2 block: -1

What do the screens show for `C[C@H](CO)N1C[C@H](C)[C@@H](CN(C)Cc2ccc(C(F)(F)F)cc2)OCCCC[C@H](C)Oc2ccc(NS(=O)(=O)c3cn(C)cn3)cc2C1=O`?
NSD2 block: -3

What do the screens show for `CCCNC(=O)N[C@@H]1C=C[C@@H](CC(=O)N2CCN(C)CC2)O[C@@H]1CO`?
NSD2 block: -3

Results for C[C@@H]1CN([C@@H](C)CO)C(=O)c2cc(C#CCN(C)C)cnc2O[C@@H]1CN(C)Cc1ccc2c(c1)OCO2 ?
NSD2 block: 13

How did COc1ccc(C#Cc2ccc3c(c2)[C@]2(C(=O)N3)[C@H](c3ccc(OCCO)cc3)N3[C@H](c4ccccc4)[C@H](c4ccccc4)OC(=O)[C@H]3[C@@H]2C(=O)Nc2nc3ccccc3s2)cc1 do in these assays?
NSD2 block: 1

What do the screens show for `CC(C)CC#Cc1cnc2c(c1)C(=O)N([C@@H](C)CO)C[C@@H](C)[C@H](CN(C)C(=O)Cc1ccncc1)O2`?
NSD2 block: -3

Results for COc1ccc(S(=O)(=O)N(C)C[C@@H]2OCCCC[C@@H](C)Oc3ccc(NS(=O)(=O)c4cccs4)cc3C(=O)N([C@H](C)CO)C[C@@H]2C)cc1 ?
NSD2 block: 1

What do the screens show for `C[C@@H]1CN([C@@H](C)CO)C(=O)c2cc(NC(=O)Nc3ccc(F)cc3)ccc2O[C@H]1CN(C)C(=O)Nc1ccc2c(c1)OCO2`?
NSD2 block: 6

How did CNC[C@@H]1Oc2c(NS(=O)(=O)c3ccc(F)cc3)cccc2C(=O)N([C@@H](C)CO)C[C@H]1C do in these assays?
NSD2 block: 4

What do the screens show for `C[C@@H]1CN([C@H](C)CO)C(=O)c2cc(NS(=O)(=O)c3cn(C)cn3)ccc2O[C@@H](C)CCCCO[C@H]1CN(C)CC1CCCCC1`?
NSD2 block: 8

Results for CC(C)NC(=O)Nc1ccc2c(c1)C(=O)N([C@@H](C)CO)C[C@H](C)[C@H](CN(C)CC1CCCCC1)O2 ?
NSD2 block: 1

Results for COc1ccc(-c2cnc3c(c2)C(=O)N([C@H](C)CO)C[C@H](C)[C@H](CN(C)C(=O)C2CCC2)O3)cc1 ?
NSD2 block: 3

Results for COCC#Cc1ccc2c(c1)O[C@@H](CN(C)C(=O)C1CCC1)[C@@H](C)CN([C@@H](C)CO)S2(=O)=O ?
NSD2 block: 4

Results for COCCCNC(=O)[C@@]1(C)c2ccccc2C(=O)N(Cc2cc(F)cc(C(F)(F)F)c2)[C@H]1c1ccc(CO)cc1 ?
NSD2 block: -3

How did CC(C)C#Cc1ccc2c(c1)O[C@@H](CN(C)C(=O)c1ccncc1)[C@@H](C)CN([C@H](C)CO)S2(=O)=O do in these assays?
NSD2 block: -3

Results for O=C(C[C@@H]1C[C@H]2c3cc(NS(=O)(=O)c4ccccc4)ccc3O[C@H]2[C@H](CO)O1)NCC(F)(F)F ?
NSD2 block: -1

How did CC(C)NC(=O)N(C)C[C@@H]1Oc2c(NC(=O)c3ccncc3)cccc2C(=O)N([C@@H](C)CO)C[C@@H]1C do in these assays?
NSD2 block: 9

How did CCCNC(=O)C[C@H]1C[C@@H]2c3cc(NC(=O)Nc4ccccc4)ccc3O[C@@H]2[C@@H](CO)O1 do in these assays?
NSD2 block: 5

Results for C[C@@H]1CCCCO[C@H](CN(C)Cc2ccccc2)[C@@H](C)CN([C@@H](C)CO)C(=O)c2cc(NC(=O)Nc3ccc4c(c3)OCO4)ccc2O1 ?
NSD2 block: 4

Results for CCCCC/C=C\C/C=C\C/C=C\CCCCC(=O)O ?
NSD2 block: -2

How did OC(CCN1CCCCC1)(c1ccccc1)C1C[C@@H]2C=C[C@H]1C2 (some centres undefined) do in these assays?
NSD2 block: -2

What do the screens show for `Nc1cc(=O)[nH]c(S/C=C/c2ccccc2)n1`?
NSD2 block: 3

How did COC(=O)CCCCCCC(=O)N/N=C/c1ccc(Br)s1 do in these assays?
NSD2 block: -3

How did C[C@@H]1CN([C@H](C)CO)C(=O)c2cc(NC(=O)CCN3CCOCC3)ccc2O[C@@H]1CN(C)Cc1ccccc1 do in these assays?
NSD2 block: 1

What do the screens show for `C[C@@H]1CCCCO[C@H](CN(C)C(=O)CCC(F)(F)F)[C@@H](C)CN([C@H](C)CO)C(=O)c2cc(NC(=O)Nc3ccc4c(c3)OCO4)ccc2O1`?
NSD2 block: -4

How did CCCn1c(=O)c(C#N)cn(C2CC2)c1=O do in these assays?
NSD2 block: 0

What do the screens show for `COc1ccc(NC(=O)N(C)C[C@@H]2Oc3ccc(NC(=O)Cc4cn(C)c5ccccc45)cc3CC(=O)N([C@H](C)CO)C[C@H]2C)cc1`?
NSD2 block: 18

How did C[C@H]1CCCCO[C@H](CN(C)C(=O)Cc2ccccc2)[C@@H](C)CN([C@@H](C)CO)C(=O)c2cc(N(C)C)ccc2O1 do in these assays?
NSD2 block: -5

What do the screens show for `C[C@@H]1CCCCO[C@H](CN(C)C(=O)Cc2ccccc2)[C@H](C)CN([C@@H](C)CO)C(=O)c2cc(NC(=O)Nc3ccc(F)cc3)ccc2O1`?
NSD2 block: -5

Results for C[C@@H]1CCCCO[C@H](CN(C)C(=O)C2CCCCC2)[C@H](C)CN([C@@H](C)CO)C(=O)c2cc(NC(=O)Nc3ccc4c(c3)OCO4)ccc2O1 ?
NSD2 block: -2

What do the screens show for `C[C@H]1CN([C@@H](C)CO)S(=O)(=O)c2ccc(C#CC3(O)CCCC3)cc2O[C@@H]1CN(C)C(=O)Cc1ccncc1`?
NSD2 block: 2

How did O=C(O)C1=C[C@H](c2coc3ccccc3c2=O)C[C@H](OCCCCO)O1 do in these assays?
NSD2 block: -3

What do the screens show for `C[C@@H]1CN([C@H](C)CO)C(=O)Cc2cc(N(C)C)ccc2O[C@H]1CN(C)S(C)(=O)=O`?
NSD2 block: -2

Results for O=C(CC1CC1)Nc1ccc2c(c1)[C@@H]1C[C@H](CC(=O)N3CCc4ccccc4C3)O[C@@H](CO)[C@@H]1O2 ?
NSD2 block: -1

What do the screens show for `C[C@H](CO)N1C[C@H](C)[C@H](CN(C)Cc2ccc(C(=O)O)cc2)Oc2ccc(NC(=O)Nc3cccc4ccccc34)cc2C1=O`?
NSD2 block: 0

How did C[C@H]1CN([C@@H](C)CO)C(=O)c2cc(NC(=O)C3CC3)ccc2O[C@@H]1CN(C)C(=O)Nc1ccc(C(F)(F)F)cc1 do in these assays?
NSD2 block: -4

Results for O=C(N/N=C/c1ccc(Oc2ccccc2)cc1)c1ccccn1 ?
NSD2 block: 2

How did Cc1noc(C)c1NC(=O)N(C)C[C@H]1Oc2ccc(NS(C)(=O)=O)cc2CC(=O)N([C@@H](C)CO)C[C@H]1C do in these assays?
NSD2 block: 2

What do the screens show for `C[C@H](CO)N1C[C@H](C)[C@H](CN(C)C(=O)NC2CCCCC2)Oc2c(NS(=O)(=O)c3cccs3)cccc2C1=O`?
NSD2 block: -1

Results for CNC[C@H]1Oc2ccc(NS(=O)(=O)c3ccccc3)cc2CC(=O)N([C@@H](C)CO)C[C@H]1C ?
NSD2 block: 2

How did COc1ccc(NC(=O)N(C)C[C@@H]2Oc3ccc(NC(=O)C4CC4)cc3C(=O)N([C@H](C)CO)C[C@@H]2C)cc1 do in these assays?
NSD2 block: -7

How did CC(C)OC(=O)N(C)C[C@@H]1OCc2ccccc2-c2ccccc2C(=O)N([C@H](C)CO)C[C@@H]1C do in these assays?
NSD2 block: 3

Results for CC(C)NC(=O)N(C)C[C@@H]1Oc2ncc(C#CCC3CCCC3)cc2C(=O)N([C@H](C)CO)C[C@@H]1C ?
NSD2 block: -2

What do the screens show for `C[C@H]1CN([C@@H](C)CO)C(=O)CCCn2nncc2CO[C@H]1CN(C)C(=O)Nc1ccccc1C(F)(F)F`?
NSD2 block: 0

10 structures out of the list, arranged by count of non-hydrogen atoms, lowest first:
Results for O=C(N/N=C/c1ccc(Oc2ccccc2)cc1)c1ccccn1 ?
NSD2 block: 2

What do the screens show for `C[C@@H]1CN([C@H](C)CO)C(=O)Cc2cc(N(C)C)ccc2O[C@H]1CN(C)S(C)(=O)=O`?
NSD2 block: -2

What do the screens show for `C[C@H]1CN([C@@H](C)CO)C(=O)CCCn2nncc2CO[C@H]1CN(C)C(=O)Nc1ccccc1C(F)(F)F`?
NSD2 block: 0

How did COc1ccc(NC(=O)N(C)C[C@@H]2Oc3ccc(NC(=O)C4CC4)cc3C(=O)N([C@H](C)CO)C[C@@H]2C)cc1 do in these assays?
NSD2 block: -7

What do the screens show for `C[C@H]1CN([C@@H](C)CO)S(=O)(=O)c2ccc(C#CC3(O)CCCC3)cc2O[C@@H]1CN(C)C(=O)Cc1ccncc1`?
NSD2 block: 2

How did C[C@H]1CCCCO[C@H](CN(C)C(=O)Cc2ccccc2)[C@@H](C)CN([C@@H](C)CO)C(=O)c2cc(N(C)C)ccc2O1 do in these assays?
NSD2 block: -5

What do the screens show for `C[C@H](CO)N1C[C@H](C)[C@H](CN(C)Cc2ccc(C(=O)O)cc2)Oc2ccc(NC(=O)Nc3cccc4ccccc34)cc2C1=O`?
NSD2 block: 0

What do the screens show for `COc1ccc(NC(=O)N(C)C[C@@H]2Oc3ccc(NC(=O)Cc4cn(C)c5ccccc45)cc3CC(=O)N([C@H](C)CO)C[C@H]2C)cc1`?
NSD2 block: 18

What do the screens show for `C[C@@H]1CCCCO[C@H](CN(C)C(=O)Cc2ccccc2)[C@H](C)CN([C@@H](C)CO)C(=O)c2cc(NC(=O)Nc3ccc(F)cc3)ccc2O1`?
NSD2 block: -5

What do the screens show for `C[C@@H]1CCCCO[C@H](CN(C)C(=O)CCC(F)(F)F)[C@@H](C)CN([C@H](C)CO)C(=O)c2cc(NC(=O)Nc3ccc4c(c3)OCO4)ccc2O1`?
NSD2 block: -4

(next part)
Results for Cc1ccccc1C(=O)c1ccc(Nc2ccc(Br)cc2N)cc1Cl ?
NSD2 block: 0

What do the screens show for `Cc1ccc(S(=O)(=O)Nc2ccc3c(c2)C(=O)N([C@H](C)CO)C[C@H](C)[C@@H](CN(C)C(=O)Nc2cccc4ccccc24)O3)cc1`?
NSD2 block: 5

Results for COC(=O)[C@@]1(Cc2ccccc2N=[N+]=[N-])COC(c2ccc(OCCCO)cc2)=N1 ?
NSD2 block: -1

What do the screens show for `C[C@H]1CN([C@@H](C)CO)S(=O)(=O)c2ccc(C3=CCCC3)cc2O[C@H]1CN(C)CC1CCOCC1`?
NSD2 block: -5

How did C[C@H](CO)N1C[C@H](C)[C@H](CN(C)Cc2ccncc2)Oc2ccc(NC(=O)Nc3cccc4ccccc34)cc2C1=O do in these assays?
NSD2 block: 15

Results for COc1ccc(S(=O)(=O)N(C)C[C@H]2OCc3ccccc3-c3ccccc3C(=O)N([C@@H](C)CO)C[C@H]2C)cc1 ?
NSD2 block: -3

How did C[C@@H]1CN([C@@H](C)CO)C(=O)c2cc(NS(=O)(=O)c3cn(C)cn3)ccc2O[C@@H]1CN(C)Cc1ccncc1 do in these assays?
NSD2 block: 1
